Compound activity (PubChem)
Shiga toxin inh = blocks Shiga toxin action in Vero cells | 290,000 compounds, 9.2% hits | inhibition, % at 38.7 µM | Vero cells, Shiga toxin protein synthesis inhibition reporter; in the data active = inhibition mostly above about 28%, no sharp cut-off; inactive = mostly below about 43%; also: 0% is about no effect
AmpC no deterg = blocks E. coli AmpC beta-lactamase in detergent-free assay. P00811. Potency, µM (highest dose often 57.1 µM), for the others: at the top dose activity change, negative = inhibition, most hits filed as inhibitors. AmpC nitrocefin hydrolysis, absorbance 480 nm, 0.0001% Triton. 330,000 compounds, 0.52% hits;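 also: potency is read from the fitted curve at half-maximal effect; plate controls were no compound for no effect and no enzyme for full effect; nearly all actives have a fitted effect of over 20% in size; some results filed as inactive show a strong effect at the top dose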
Target sequence (P00811 whole entry, looked up): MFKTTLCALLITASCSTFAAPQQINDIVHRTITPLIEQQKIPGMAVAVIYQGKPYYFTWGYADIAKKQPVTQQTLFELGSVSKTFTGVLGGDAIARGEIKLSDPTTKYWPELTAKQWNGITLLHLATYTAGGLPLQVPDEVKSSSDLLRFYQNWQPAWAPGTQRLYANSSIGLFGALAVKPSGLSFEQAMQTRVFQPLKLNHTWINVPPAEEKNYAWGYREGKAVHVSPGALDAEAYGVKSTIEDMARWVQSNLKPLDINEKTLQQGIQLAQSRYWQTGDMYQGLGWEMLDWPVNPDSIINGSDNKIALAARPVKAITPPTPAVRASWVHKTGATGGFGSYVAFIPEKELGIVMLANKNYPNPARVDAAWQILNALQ
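AmpC (5.3 nM in the dispensed reagent) in 20 mM phosphate pH 7.0 with 0.01% (detergent screen) or 0.0001% Triton X-100 was preincubated with compounds for 15 min at room temperature. Nitrocefin was then added from an 800 uM solution, and hydrolysis was followed at 480 nm.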
Cycloheximide cs = affects cycloheximide protein synthesis inhibition readout, counter-screen | 300,000 compounds, 12% hits | cell reporter, cycloheximide protein synthesis inhibition counterscreen | max response, %; in the data active = max response mostly above about 13%, no sharp cut-off; inactive = mostly below about 14%; also: read at 38.3 µM for the half of the compounds with a filed dose; 0% is about no effect
Pf growth 48h = inhibits P. falciparum growth in the first generation, 48 h; P. falciparum luciferase growth in erythrocytes, 48 h; Potency, µM (series often up to 28.7 µM), for the others: at the top dose activity change, negative = inhibition, actives largely listed as inhibitors; 310,000 compounds, 5.9% hits; AID 504832; also: potency is read from the fitted curve at half-maximal effect; % is scaled to controls: 0 for no effect and ±100 for the full control effect
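Read-out is firefly luciferase luminescence from an integrated reporter in P. falciparum, so falling signal marks reduced parasite growth. Infected erythrocytes were at 2% hematocrit and 0.1% parasitemia (final) in Albumax-supplemented RPMI 1640.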
Tb PYK inh = inhibitors of Trypanosoma brucei pyruvate kinase. Q57TT1. TbPYK enzyme, Kinase-Glo Plus ATP luminescence, 45 min. Potency, µM (doses to about 76.8 µM), without a hit: top-dose activity, negative = inhibition, actives largely listed as inhibitors. 410,000 compounds, 0.12% hits. AID 624173; also: potency is read from the fitted curve at half-maximal effect; % is scaled to controls: 0 for no effect and ±100 for the full control effect; nearly all actives have a fitted effect of over 50% in size
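Luminescence from Kinase-Glo Plus, added after a 45-minute room-temperature reaction, served as the end-point read-out. The enzyme and substrate were preincubated with compound before ADP (130 uM final) initiated turnover. Concentration-effect curves came from normalized qHTS data.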
Pf growth 96h = P. falciparum growth inhibition at 96 hours | Potency, µM (top dose mostly 28.7 µM), inactives show at the top dose activity change, negative = inhibition, actives largely listed as inhibitors | 320,000 compounds, 6.9% hits | AID 504834 | P. falciparum luciferase reporter growth, 96 h; also: potency is read from the fitted curve at half-maximal effect; % is scaled to controls: 0 for no effect and ±100 for the full control effect
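Delayed-death screen, second-generation endpoint: infected erythrocytes, 2% hematocrit, 0.05% parasitemia final; 96 hours at 37 C, 5% CO2; luciferase detection reagent; luminescence decrease equals reduced growth.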
LmPK inh = LmPK (Leishmania mexicana) enzyme inhibition; Q27686; purified LmPK, Kinase-Glo ATP luminescence, 1 h; Potency, µM (doses to about 57.5 µM), for inactives: at the highest dose activity change, negative = inhibition, usual class: inhibitors; 290,000 compounds, 0.37% hits; AID 1721; also: potency is read from the fitted curve at half-maximal effect; % is scaled to controls: 0 for no effect and ±100 for the full control effect
Target sequence (Q27686 whole entry, looked up): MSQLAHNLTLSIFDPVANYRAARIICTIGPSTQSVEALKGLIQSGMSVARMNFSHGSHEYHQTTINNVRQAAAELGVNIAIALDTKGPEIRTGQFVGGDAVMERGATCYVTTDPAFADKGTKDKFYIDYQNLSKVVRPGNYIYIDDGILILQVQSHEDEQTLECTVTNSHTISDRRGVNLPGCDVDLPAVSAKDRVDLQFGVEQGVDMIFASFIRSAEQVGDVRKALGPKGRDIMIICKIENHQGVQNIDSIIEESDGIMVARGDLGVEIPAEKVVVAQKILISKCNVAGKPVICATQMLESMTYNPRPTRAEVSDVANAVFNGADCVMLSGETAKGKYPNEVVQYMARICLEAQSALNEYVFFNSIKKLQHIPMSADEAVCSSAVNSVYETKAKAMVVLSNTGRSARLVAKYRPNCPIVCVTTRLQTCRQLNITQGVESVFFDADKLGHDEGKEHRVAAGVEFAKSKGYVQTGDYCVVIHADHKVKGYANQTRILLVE
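Pyruvate kinase activity monitored as ATP production (luciferase luminescence). Conditions: 0.1 nM enzyme, 0.5 mM PEP, 0.1 mM ADP, 1 h, RT; normalized against uninhibited and no-enzyme wells.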
* marks the source's active call; other numbers are inactive results; ? = inconclusive; nt = not tested or not shown; & = joins results of further samples; [ ] = remark or other dose. Unless noted, calls follow the shape of the dose curve; as a rule, active = well fitted curve in the direction sought with a large enough effect; inconclusive = small, poorly fitted or top-dose-only effect, or another doubt; inactive = no such curve, though single readings can be large; an effect the other way counts as inactive or inconclusive.

Values run as follows: LmPK inh, Pf growth 96h, Cycloheximide cs, Pf growth 48h, AmpC no deterg, Tb PYK inh, Shiga toxin inh
- COc1nccnc1NS(=O)(=O)c1ccc(N)cc1
    1.7%, ?, -2.7, 8.2%&-8.1%, -9.3%, 1.7%&-9.6%, -8.7
- CN1C(=S)N(c2cccnc2)C(=O)/C1=C\c1ccc(N(C)C)cc1
    -12.0%, ?, 1.7, -1.7%, -11.3%[11.4 µM], -11.2%, -6.3
- Cc1cc(C)cc(N(CC(=O)NCCSCc2ccccc2)S(C)(=O)=O)c1
    0.2%, 23.5%, -1.8, -40.5%, 129.4%[activator], 3.4%, -3.0
- C=CCN(CC=C)C(=O)c1cccc(OC2CCN(CC(C)(C)C)CC2)c1
    -2.6%, -0.3%, 1.0, 0.0%, -2.8%, 12.9%, 28.8
- Cc1cccc(CN2CCN(C3CCCC3)C(CCO)C2)n1 (stereo not drawn)
    2.4%, 9.9%, -1.7, 0.0%, -3.0%, -5.5%, 28.0
- Cc1ccn2c(CNCC3COCCO3)c(C(=O)N3CCCCCC3)nc2c1 (stereo not drawn)
    0.9%, -14.5%, -1.1, -14.2%, 20.1%, 6.7%, -11.9
- O=C1c2ccccc2C(=O)c2c(NCCCN(CCO)CCO)cccc21
    -25.8%, 44.9%[activator], 20.2, ?, 60.2%[activator], -7.2%, 69.3
- CN(C(=O)Cc1noc2ccccc12)c1ccccc1
    1.5%, ?, 17.9, 19.2%, -19.5%, 20.8%, 21.4
- CC(C)CC(=O)/C(=C/c1ccc(N(C)C)cc1)n1cncn1
    5.2%, ?, -5.9, -4.1%, -16.3%, -13.7%, 20.6
- N#C/C(=C\c1ccc(-c2ccc(C(=O)O)cc2)o1)C(=O)NCC1CCCO1 (stereo not drawn)
    -3.3%, 0.0%, 7.8, 5.7%, -22.3%, -16.4%, -3.7

Next part.
Values run as follows: LmPK inh, Pf growth 96h, Cycloheximide cs, Pf growth 48h, AmpC no deterg, Tb PYK inh, Shiga toxin inh
- O=C1CC(C2CCCO2)C(=O)N1c1cccc(Cl)c1 (stereo not drawn)
    1.6%, ?, -2.8, 16.8%, -16.9%, -13.9%, -17.9
- Cn1c(SCC(=O)Nc2ccc(Br)cc2F)nnc1-c1ccco1
    -4.4%, ?, -2.6, -16.3%, -4.3%, 1.7%, 14.7
- COc1ccc(C2(CNC(=O)c3cccc([N+](=O)[O-])c3)CCOCC2)cc1
    -3.3%, -4.3%, -2.3, 35.2%[activator], -17.6%, 4.1%, -7.4
- COC(=O)C1[C@H]2C(=O)N(Cc3cccs3)C[C@]23C=C[C@H]1O3 (stereo partly drawn)
    -6.3%, 125.5%[activator], -2.0, nt, -5.0%, -7.2%, 13.1
- Fc1ccccc1CSc1nncn1NCc1cccs1
    -4.6%, 1.5%, 8.7, 4.4%, -13.1%, -5.2%, 1.2
- CC(=O)c1ccc(NC(=O)CSc2ccc(-c3sc(C)nc3C)nn2)cc1
    -2.6%, ?, 12.9*, ?, 58.8%, -12.3%, 18.2
- Cc1cc(/C=N/NC(=O)CC2(C)OCCO2)c(C)n1-c1cc(Cl)cc(Cl)c1
    1.8%, ?, -2.9, ?, 20.5%, 3.8%, -6.0
- Nc1ccc(C(=O)N(CCO)CCO)cc1
    0.4%, -16.4%, -1.7, 20.2%, -5.1%, 4.4%, -2.9
- C[C@@H]1C=C(C(=O)N2CCN(C)CC2)O[C@H](OCc2ccc(CO)cc2)C1
    -0.3%, 42.5%[activator], 1.0, 17.6%, 4.3%, -4.8%, -7.4
- Cc1nn(C)c2ncc(C(=O)c3ccccc3O)cc12
    1.2%, -8.4%, 12.1, -2.6%, -18.3%, -5.3%, -3.1

A second format for three compounds above.
SMILES,LmPK inh,Pf growth 96h,Cycloheximide cs,Pf growth 48h,AmpC no deterg,Tb PYK inh,Shiga toxin inh
Cc1nn(C)c2ncc(C(=O)c3ccccc3O)cc12,1.2%,-8.4%,12.1,-2.6%,-18.3%,-5.3%,-3.1
COC(=O)C1[C@H]2C(=O)N(Cc3cccs3)C[C@]23C=C[C@H]1O3 (stereo partly drawn),-6.3%,125.5%[activator],-2.0,nt,-5.0%,-7.2%,13.1
COc1ccc(C2(CNC(=O)c3cccc([N+](=O)[O-])c3)CCOCC2)cc1,-3.3%,-4.3%,-2.3,35.2%[activator],-17.6%,4.1%,-7.4

(listing goes on)
Values run as follows: LmPK inh, Pf growth 96h, Cycloheximide cs, Pf growth 48h, AmpC no deterg, Tb PYK inh, Shiga toxin inh
- Cc1ccccc1/C=C/C1=NCCN1
    nt, 2.5%, nt, ?, -21.9%, -6.2%, nt
- O=C(Nc1ccc(F)c(Cl)c1)C1CC(=O)n2c(nc3ccccc32)N1 (stereo not drawn)
    -0.8%, 20.2%, 5.2, 4.65µM*, -38.3%, 2.6%, 58.3
- COc1cccc(NC(=O)C2C3C=CC(O3)C2C(=O)NCc2cccnc2)c1 (stereo not drawn)
    5.2%, 3.5%, 3.6, -6.5%, -5.4%, 0.5%, -9.5
- CC(=O)N/N=C(/C)c1ccc(NC(=O)c2csc(C)c2C)cc1
    0.5%, -11.6%, 40.5*, 229.6%[activator], -22.5%, -0.5%, 146.7*
- c1ccc2c(c1)OCc1cn[nH]c1-2
    2.8%, 35.6%[activator], 15.9, 26.7%, -16.1%, 1.5%, 19.1
- CC(=O)c1cccc(NC(=S)NCCc2ccc(F)cc2)c1
    1.4%, 34.9%[1.15 µM], 10.2, 1.4%, -8.4%[2.29 µM], -2.4%, 31.1
- CCn1c2ccccc2c2cc(/C=N/O)ccc21
    0.3%, -29.1%[5.75 µM], -2.8, 1.5%, -51.5%, -1.7%, 1.4
- CC(=O)c1cccc(NC(=O)c2sc(Cl)nc2C)c1
    -0.4%, ?, 11.7, -8.6%, -6.1%, 0.9%, nt
- COC(=O)c1ccc(CON2C(=O)c3ccccc3C2=O)cc1
    -1.1%, 61.4%[activator], 8.5, nt, -16.4%, 7.1%, 16.4
- CCOC(=O)C1CCN(Cc2cn[nH]c2-c2ccc(C)cc2)CC1
    -3.4%, nt, 4.2, 11.9%, 30.9%, 2.5%, -27.8

Following part
Values run as follows: LmPK inh, Pf growth 96h, Cycloheximide cs, Pf growth 48h, AmpC no deterg, Tb PYK inh, Shiga toxin inh
- Cc1ccc(CNC(=O)CCCn2c(=O)c3ccccc3n(CC(=O)NCc3ccco3)c2=O)cc1
    0.5%, ?, -2.4, 22.7%, -3.5%, 0.1%, 10.1
- Oc1ccc(-c2sc(Nc3ccccc3)n[n+]2-c2ccc(F)cc2)cc1
    3.3%, 32.1%[activator], 0.2, 6.1%, -23.7%, -9.7%, -1.7
- COc1ccc(-c2nnc(NC(=O)CSc3ccccc3)s2)cc1OC
    -0.3%, ?, -5.5, 2.2%, -12.1%, -4.6%, -6.8
- CSc1nc2ccccc2cc1/C=C(\C#N)c1ccc(Cl)c(Cl)c1
    0.8%, 44.1%[activator], -2.3, 55.2%[activator], -5.5%, -5.6%, -7.9
- CCc1ccccc1OCC(=O)OCC(=O)Nc1cc(C)on1
    nt, ?, nt, -16.3%, -16.7%, 4.6%, nt
- CCc1cc(=O)n2c([nH]c3ccccc32)c1C#N
    -18.6%, nt, 44.0*, -0.5%, -12.1%, 2.4%, 41.5*
- Cc1n[nH]c(=O)c2c(NC(=O)COC(=O)Cc3c(F)cccc3Cl)oc(C)c12
    nt, 33.8%[activator], nt, 30.4%[activator], -14.7%, -5.3%, nt
- COc1cc([N+](=O)[O-])ccc1NC(=S)Nc1cc(C(=O)OC(C)C)cc(C(=O)OC(C)C)c1
    -0.2%, ?, -1.8, ?, -16.4%, -8.6%, -1.6
- C=CCn1c(N)cc(=O)nc1SCC(=O)Nc1ccc(C(=O)OCC)cc1
    3.6%, -17.8%, -4.4, 8.1%, -6.5%, 0.0%, -2.0
- C=CCn1c(O)c(C=Nc2c(C)n(C)n(-c3ccccc3)c2=O)c(=O)[nH]c1=O
    -1.2%, 24.9%, -2.4, 12.4%, 1.4%, -2.7%, 5.0

The closing 4 entries of the section before come first, to join the parts:
Values run as follows: LmPK inh, Pf growth 96h, Cycloheximide cs, Pf growth 48h, AmpC no deterg, Tb PYK inh, Shiga toxin inh
- Cc1n[nH]c(=O)c2c(NC(=O)COC(=O)Cc3c(F)cccc3Cl)oc(C)c12
    nt, 33.8%[activator], nt, 30.4%[activator], -14.7%, -5.3%, nt
- COc1cc([N+](=O)[O-])ccc1NC(=S)Nc1cc(C(=O)OC(C)C)cc(C(=O)OC(C)C)c1
    -0.2%, ?, -1.8, ?, -16.4%, -8.6%, -1.6
- C=CCn1c(N)cc(=O)nc1SCC(=O)Nc1ccc(C(=O)OCC)cc1
    3.6%, -17.8%, -4.4, 8.1%, -6.5%, 0.0%, -2.0
- C=CCn1c(O)c(C=Nc2c(C)n(C)n(-c3ccccc3)c2=O)c(=O)[nH]c1=O
    -1.2%, 24.9%, -2.4, 12.4%, 1.4%, -2.7%, 5.0
- Cc1ccc(CN2CCN(/N=C\C(Br)=C\c3ccccc3)CC2)cc1
    5.1%, ?, 5.9, 8.3%, 21.1%, 3.3%, -3.5
- O=C(Nc1nc(-c2ccccc2)cs1)c1ccc(Br)o1
    -1.4%, nt, 31.5*, 0.7%, -52.4%, -18.0%, 107.0*
- CC(=O)N1CN(C2CC(C)(C)NC(C)(C)C2)Cc2c1sc1c2CCCC1
    -3.2%, 11.7µM*, -0.7, 11.7µM*, -27.4%, -1.1%, -2.1
- Cc1ccc(S(=O)(=O)N2CCCCC2)c(C)c1NS(C)(=O)=O
    4.3%, ?, -4.1, -4.6%, -1.2%[2.29 µM], -13.6%, -9.3
- O=C(NCc1ccc(F)cc1)c1cccs1
    -1.0%, ?, 3.1, -16.0%, -2.6%, 4.6%, 17.6
- CC(C)N1C(=O)N(c2ccc(Cl)cc2)C(C)(O)CC1(C)C (stereo not drawn)
    -3.0%, -2.7%, -3.9, -2.8%, -7.8%, -7.2%, 11.2
- Cc1nnsc1C(=O)N1CCN(c2ccc(F)cc2)CC1
    -11.0%, 11.6%, -1.4, 6.4%, -2.2%, 3.2%, -10.4
- O=C(NC(Cc1ccccc1)C(=O)O)C1CCN(S(=O)(=O)c2ccccc2C(F)(F)F)CC1 (stereo not drawn)
    1.4%, 63.6%[activator], -2.3, 31.8%[activator], 5.2%, -9.5%, 12.8
- COc1ccc(C2=NOC(C(=O)NC3CCCCC3)C2)cc1OC (stereo not drawn)
    3.5%, 1.7%, -1.3, 2.4%, -16.4%, 0.6%, 6.4
- Cc1nc(CSc2nsc(C)c2C#N)cs1
    3.0%, -15.8%, 15.3, 21.1%, 8.8%, -1.3%, 18.6
- Cc1cccc(N2C(=O)CC(N(O)c3ccccc3)C2=O)c1 (stereo not drawn)
    1.6%, 13.0%, 27.9*, 45.6%[activator], -27.4%, -7.0%, 59.4
- CSc1ncc(C(=O)O)n1-c1ccc(F)cc1
    1.5%, 24.8%, -3.1, -9.6%, -14.1%, 2.4%, 29.9
- CC1CCc2[nH]c3ccc(C(=O)N(C)CC(=O)Nc4ccccc4Br)cc3c2C1 (stereo not drawn)
    nt, -13.7%, nt, ?, 28.2µM*, -1.1%, nt

Rows were taken by chance; overall some 22% were active at least once.
